High-throughput results as filed in PubChem BioAssay.
OX1R antagonist: human HCRTR1 antagonism. inhibition, % at 5 µM. actives 0.43% (n = 330,000). CHO/OX1R cells, Fluo-8 calcium fluorescence, orexin A;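 active = inhibition above its plate's threshold, mean inhibition of all tested compounds on the plate plus 3 SD, cut at about 37% in these data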;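 also: 0% = orexin A challenge wells and 100% = SB-334867-A antagonist wells; not every result past the cut was called active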
Target sequence (O43613 whole entry, looked up): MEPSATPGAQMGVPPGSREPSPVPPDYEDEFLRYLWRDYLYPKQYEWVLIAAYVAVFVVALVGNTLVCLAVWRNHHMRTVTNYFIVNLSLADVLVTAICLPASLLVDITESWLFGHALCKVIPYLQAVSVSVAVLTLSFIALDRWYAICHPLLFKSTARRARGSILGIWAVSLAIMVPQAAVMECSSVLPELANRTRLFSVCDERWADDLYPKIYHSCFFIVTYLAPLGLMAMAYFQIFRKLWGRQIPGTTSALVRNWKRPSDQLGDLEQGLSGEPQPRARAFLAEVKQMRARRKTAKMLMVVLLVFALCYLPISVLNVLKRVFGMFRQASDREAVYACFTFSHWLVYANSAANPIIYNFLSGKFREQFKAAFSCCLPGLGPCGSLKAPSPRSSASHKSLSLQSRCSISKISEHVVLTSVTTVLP
CHT allo act: allosterically activates the human high affinity choline transporter | CHT-expressing cells, membrane potential dye, choline EC20; hits give high values; LV-AA mutant CHT in HEK293 cells | B-score at 10 µM | actives 0.49% (n = 310,000) | AID 488977;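 active = initial fluorescence not abnormally high and integrated response B-score, plate-corrected, over 3 SD above library mean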
Target sequence (Q9GZV3 whole entry, looked up): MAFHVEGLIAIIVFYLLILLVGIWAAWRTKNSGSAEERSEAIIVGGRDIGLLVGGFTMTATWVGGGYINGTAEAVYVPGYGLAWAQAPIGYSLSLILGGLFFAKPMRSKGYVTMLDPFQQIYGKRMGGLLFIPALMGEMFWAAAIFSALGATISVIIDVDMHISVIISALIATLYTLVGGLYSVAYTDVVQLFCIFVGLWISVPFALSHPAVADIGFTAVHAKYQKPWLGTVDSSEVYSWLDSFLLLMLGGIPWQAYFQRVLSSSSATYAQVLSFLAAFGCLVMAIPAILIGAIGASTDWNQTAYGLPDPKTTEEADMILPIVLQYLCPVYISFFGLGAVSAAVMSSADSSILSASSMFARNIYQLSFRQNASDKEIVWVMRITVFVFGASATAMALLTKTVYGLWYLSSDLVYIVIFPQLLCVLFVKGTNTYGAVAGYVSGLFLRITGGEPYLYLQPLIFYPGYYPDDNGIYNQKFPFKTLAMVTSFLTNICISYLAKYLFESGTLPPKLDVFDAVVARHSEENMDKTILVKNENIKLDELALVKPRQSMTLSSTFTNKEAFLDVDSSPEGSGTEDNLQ
An asterisk follows results filed as active; i = inactive; . = no result given.

SMILES | OX1R antagonist | CHT allo act
CCCc1cc(=O)oc2cc(C)cc(OCC(=O)NC(Cc3c[nH]c4ccc(O)cc34)C(=O)O)c12 (configuration not stated) | -6 | i
CC(=O)Nc1ccc(S(=O)(=O)N(C)CC(=O)OCC(=O)c2ccc3c(c2)NC(=O)CO3)cc1 | -4 | .
Cc1ccc(C(C(=O)NC2CCCC2)N2CCCC(C)C2)cc1 (configuration not stated) | -15 | i
O=C(CNC(=O)C(c1ccccc1)c1ccccc1)N/N=C\c1ccc(C(=O)O)cc1 | -5 | i
Cc1cccc(Nc2nnc(SCC3CCCCO3)s2)c1C (configuration not stated) | -29 | i
COC(=O)c1cc(NC(=S)N2CCN(c3ccccn3)CC2)cc(C(=O)OC)c1 | -38 | i
Cc1cc(C(=O)OCC(=O)Nc2cccc([N+](=O)[O-])c2)c(C)o1 | -2 | .
CCOC(=O)c1c[nH]c2c(C(=O)c3ccccc3)cc(Cl)cc2c1=O | . | i
CC(Sc1nnc(N)s1)C(=O)NNC(=O)c1cccc(Cl)c1 (configuration not stated) | -5 | .
CCn1nc(C)c(CNC(=O)CCc2nnc(Cc3c[nH]c4ccccc34)o2)c1C | -15 | i
O=C(COC(=O)c1cc([N+](=O)[O-])ccc1N1CCOCC1)c1ccc(F)cc1 | -8 | .
CC[C@@H](C)[C@H](NC(=O)Cc1c(C)c2cc3c(C)c(C)oc3c(C)c2oc1=O)C(=O)O | -1 | i
CCC(=O)N1CCc2cc(S(=O)(=O)CCC(=O)Nc3ccc(C)cn3)ccc21 | -23 | i
COC(=O)C1=C(C)N(Cc2ccco2)C(=O)N[C@@H]1c1ccccc1 | -33 | i
CC(C)Cc1nc(Cl)c(C#N)c2c1CCCC2 | -10 | i
COc1ccc(NC(=O)c2ccc(Cl)c(S(=O)(=O)N3CCc4ccccc4C3)c2)cn1 | -9 | i
CCCCn1c(SCC(=O)c2ccc(O)cc2O)nc2cc(S(N)(=O)=O)ccc21 | -5 | i
COc1cccc(-c2nc(CS(=O)(=O)CC(=O)NCCCN3CCc4ccccc4C3)c(C)o2)c1 | -23 | i
C=CCOc1ccc2nnc(C)n2n1 | 2 | i
CCOc1ccccc1CNC(=O)CN1C(=O)CSc2ccc(S(=O)(=O)N3CCOCC3)cc21 | -21 | i
O=c1[nH]c2ccc(S(=O)(=O)Nc3ccc(Br)cc3)cc2[nH]1 | 0 | i
Cc1ccccc1C(=O)NC(=S)Nc1ccc(N2CCOCC2)cc1 | -11 | i
CC(C)c1ccc(OCC(=O)NC2CC(C)(C)NC(C)(C)C2)c(Br)c1 | -15 | i
C=CCN1C(=O)NC(c2ccc(OC)cc2)(C(F)(F)F)S/C1=C(\C#N)c1nnc(N2CCOCC2)n1-c1ccccc1 (configuration not stated) | -19 | i
CCOC(=O)c1cnc2c(cnn2C)c1Oc1ccc(OC)cc1 | -27 | i
Cc1ccc(C(=O)NC2CCN(C(=O)NCc3ccccc3)CC2)cc1 | -11 | i
O=C(NNS(=O)(=O)c1ccccc1)C1CCN(S(=O)(=O)c2ccc(Cl)cc2)CC1 | -36 | i
Cc1cccc(S(=O)Cc2ccc(C(=O)NC3CCN(Cc4ccccc4)CC3)o2)c1 (configuration not stated) | -39 | i
Cc1cc(C)cc(C(=O)NCC(=O)OCC(=O)N(C)c2ccccc2)c1 | -16 | i
Cc1cnc(C(=O)NCc2ccc(Cl)cc2Cl)cn1 | -9 | i
CCCC(C)C(=O)NCc1ccncc1 (configuration not stated) | -4 | i
C=CCSc1nc(-c2ccccc2)c(C#N)c(=O)[nH]1 | -5 | i
O=C1Nc2ccc(S(=O)(=O)N3CCOCC3)c3cccc1c23 | -2 | i
Nc1ccccc1-c1nnn(CC(=O)N2CCCc3ccccc32)n1 | -24 | i
CC(C(=O)OCC(=O)c1ccc(Br)cc1)N1C(=O)C2C3CCC(C3)C2C1=O (configuration not stated) | -12 | i
CCOC1=C/C(=C/c2c(N)n3nc(S(=O)(=O)CC)sc3nc2=O)C=CC1=O | -12 | i

6 entries out of the list above, sorted by their value in OX1R antagonist, high to low:
mol	OX1R antagonist
C=CCSc1nc(-c2ccccc2)c(C#N)c(=O)[nH]1	-5
Cc1cnc(C(=O)NCc2ccc(Cl)cc2Cl)cn1	-9
Cc1cc(C)cc(C(=O)NCC(=O)OCC(=O)N(C)c2ccccc2)c1	-16
Nc1ccccc1-c1nnn(CC(=O)N2CCCc3ccccc32)n1	-24
CCOC(=O)c1cnc2c(cnn2C)c1Oc1ccc(OC)cc1	-27
O=C(NNS(=O)(=O)c1ccccc1)C1CCN(S(=O)(=O)c2ccc(Cl)cc2)CC1	-36

Following part.
SMILES | OX1R antagonist | CHT allo act
Cc1ccc(C(=O)N2CCN(c3cccc(C)c3C)CC2)o1 | -27 | i
Cc1nc2ccc(NC(=O)c3ccc4ccccc4n3)cc2s1 | 0 | i
CCOc1cc(CNCCO)cc(Br)c1OCc1ccc(Cl)cc1 | 10 | i
CCN(CC)C(=O)CSc1nc2cc3c(cc2c(=O)n1CCCC(=O)NCc1ccc(OC)cc1)OCO3 | -12 | i
O=c1[nH]c(-c2ccccc2)nc(-c2ccccc2)c1Cl | 0 | i
CC(=O)N1N=C(c2cccs2)CC1c1cccc([N+](=O)[O-])c1 (configuration not stated) | -8 | i
COc1ccccc1CN1CCNC(=O)C1CC(=O)NCCCN1CCCC1=O (configuration not stated) | -5 | i
O=C(O)Cn1c(-c2ccccc2)nc2ccccc21 | -6 | i
O=[N+]([O-])c1cccc(-n2cccc2/C=N/Nc2nc(N3CCCCC3)nc(N3CCCCC3)n2)c1 | -16 | i
Oc1ccc(-c2nc3ccccc3nc2-c2ccccc2)cc1 | -22 | i
CC(C)(C)OC(=O)C[C@@H]1C/C=C\C[C@H](CC(=O)N(CCO)Cc2ccccc2)C(=O)N[C@@H](Cc2ccccc2)COC1=O | -17 | .
COc1cc(C(=O)NC(C)c2ccc(-n3ccnc3)cc2)cc(OC)c1C (configuration not stated) | -20 | i
Cc1nc(NC(=O)c2ccncc2)sc1C(=O)N(C)C | -5 | i
O=C(Cn1c(=O)n(-c2cccc(Cl)c2)c(=O)n1CC(=O)N1CCCCC1)N1CCCCC1 | -15 | i
O=C(OCC(=O)N1CCCCC1)c1cc2ccccc2cc1O | -18 | i
CSc1n[nH]c(=S)n1N | -8 | i
Cc1cccc(NC(=S)N2CCCN(c3ncccc3[N+](=O)[O-])CC2)c1 | -26 | i
COc1cc(NC(=O)N2c3ccccc3Sc3ccccc32)c(C(=O)O)cc1OC | -3 | i
CCOc1cc(CNc2ccccc2)cc(Br)c1OCc1ccc(F)cc1 | -9 | i
CCOC(=O)CC(/C(C)=N\O)c1ccccc1 (configuration not stated) | -3 | i
NS(=O)(=O)c1ccc(NC2=CC(c3ccc([N+](=O)[O-])cc3)N(c3ccc(S(N)(=O)=O)cc3)C2=O)cc1 (configuration not stated) | -5 | i
O=C(Cn1cnc2c(cnn2-c2ccccc2)c1=O)OCc1ccccc1 | -18 | i
COc1ccc(NC(=O)CSc2ncn(-c3ccccc3)n2)cc1Cl | 12 | i
CCC(C)N1CC(O)=C(c2nc3ccccc3[nH]2)C1=N (configuration not stated) | 13 | i
CCc1ccc([C@@H]2CC=C(C(=O)O)[C@H](c3ccccc3F)N2S(=O)(=O)c2ccc(C)cc2)cc1 | -7 | i
COc1ccc(CCCc2nc3ccccc3[nH]2)cc1 | -19 | i
COCC(C)n1c(C)cc(C(=O)COC(=O)c2cc(=O)[nH]c3ccccc23)c1C (configuration not stated) | -18 | .
CCOc1ccc(-n2c(SCC(=O)Nc3ccc4c(c3)OCO4)nc3ccccc3c2=O)cc1 | -11 | i
CCOC(=O)CSc1nc2cccnc2n1C | -3 | i
O=C(c1nc2ccccn2c1CNCCOc1cccnc1)N1CCOCC1 | -15 | i
N#Cc1nc(COc2ccccc2)oc1N1CCCCCC1 | -23 | i
CC[C@]12c3[nH]c4cc(-c5ccco5)ccc4c3CCN1C(=O)[C@@H](CC(=O)NCCCN(C)C)C[C@@H]2C(=O)N1CCN(C(=O)C2CC2)CC1 | -8 | .
O=C(CCNC(=O)C1CCN(S(=O)(=O)c2ccccc2)CC1)NCc1ccc(Cl)c(Cl)c1 | -6 | i
O=C1CCN(Cc2ccc([N+](=O)[O-])cc2)CCN1[C@H](CO)Cc1ccccc1 | -7 | i
CCC1(c2ccc(F)cc2)NC(=O)N(CC(=O)Nc2cc(C)on2)C1=O (configuration not stated) | 1 | .
O=C(NCC(=O)N1CCN(Cc2ccccc2)CC1)c1cccs1 | 21 | .
CN(Cc1ccccc1)S(=O)(=O)CCNC(=O)c1ccc2c(c1)OCO2 | -15 | i
Cc1cccc(C(=O)NCCCN2CCCC2=O)c1 | -15 | i
CS(=O)(=O)NNC(=O)c1csc(Cc2c(Cl)sc3ccc(Cl)cc23)n1 | -20 | i
Cc1cc(NC(=O)/C(C#N)=C/c2ccc(-c3ccc(SC(F)F)cc3)o2)n(-c2ccccc2)n1 | -26 | i
COc1ccc(CC(=O)NCc2ccc3c(c2)OCO3)cc1 | -7 | i
CCOC(=O)C1=C(C)Nc2nnnn2C1c1cccc(OC)c1OC (configuration not stated) | -16 | i
CCOC(=O)c1c(C)oc2ccc(OCC(N)=O)cc12 | -13 | i
CN(CCOc1ccccc1)C(=O)C1CCN(C(=O)c2ccc(Cl)cc2)CC1 | -16 | i
Cc1ccc(-c2cc(-c3ccccc3[N+](=O)[O-])[nH]n2)c(O)c1 | 8 | i
CCn1c(C)nc2cc(C(=O)NNC(=O)c3ccc(C)cc3)ccc21 | -16 | .
Cc1ccc([N+](=O)[O-])cc1-c1ccc(/C=N/NC(=O)CN2CCOCC2)o1 | -21 | i
COc1cc(/C=N/NS(=O)(=O)c2ccc(C(C)(C)C)cc2)cc([N+](=O)[O-])c1O | -26 | i
C=C(C)Cn1c(C2CC(=O)N(Cc3ccccc3)C2)nc2ccccc21 (configuration not stated) | -28 | i
O=C(O)CCCn1c(=S)[nH]c2c(sc3ccc([N+](=O)[O-])cc32)c1=O | -3 | i
Cc1c(CCC(=O)NCCCn2ccnc2)c(=O)oc2cc3oc4c(c3cc12)CCCC4 | -29 | i
Cc1ccc(NC(=O)COC(=O)CCC2CCCC2)cc1S(=O)(=O)N1CCOCC1 | -7 | .
O=C(NCCCN1CCc2ccccc2C1)Nc1ccc(Br)cc1 | -11 | i
CCOC(=O)N1CCC(NC(=O)c2oc3c(C)c(C)ccc3c2C)CC1 | -42 | i
COc1ccc(CCN(C)Cc2ccc(C(=O)Nc3ccccc3)cc2)cc1OC | -14 | i
CC1CN(C(=O)c2ccc(NS(=O)(=O)c3ccc(F)c(F)c3)cc2)CC(C)O1 (configuration not stated) | -5 | i
O=C(Cc1cccc2ccccc12)N/N=C1\CCCc2ccccc21 | -10 | i
CC1(C)CN(c2cccc(C#N)c2)C1=O | -23 | i
Cc1ccc2c(c1)N(CC(=O)NC1CCC(C)CC1)C(=O)c1cccnc1O2 (configuration not stated) | -10 | i
Cc1ccccc1NC(=S)NCC1CCN(C(C)c2ccccc2)C1 (configuration not stated) | -31 | i

Next results:
SMILES | OX1R antagonist | CHT allo act
Cc1csc(NC(=O)COCC(=O)O)c1-c1nc2ccccc2s1 | 7 | i
O=C(CN1CCN(c2ccccn2)CC1)Nc1cc(C(F)(F)F)ccc1Cl | -11 | i
O=S(=O)(NCc1ccccn1)c1ccc(Br)s1 | -3 | i
O=C(Nc1ccc(N2CCCC2)c(Cl)c1)c1ccco1 | -3 | i
CC1CCC(N2CCN(C(=O)c3ccccc3F)CC2)CC1 (configuration not stated) | -11 | i
COc1ccc(NC(=O)Nc2cnccn2)cc1 | -9 | i
CCOC(=O)c1cnn(Cc2ccc(C)cc2)c1N | -2 | i
O=C(Nc1ccccc1C(=O)N1CCCCCC1)c1ccccc1Cl | -18 | i
Cc1ccc(CN2CCNC(=O)C2CC(=O)N(C)C(C2CC2)C2CC2)o1 (configuration not stated) | -14 | i
O=C(COC(=O)c1ccc2ncsc2c1)Nc1ccc(Cl)cc1 | 6 | .
CCOc1ccc(Nc2cc(=O)oc3ccccc23)cc1 | -10 | i
COc1ccc(OC)c(NS(=O)(=O)c2cc(OC)ccc2OC)c1 | -14 | i

Overlap with the part before: 2 entries; new compounds follow.
SMILES | OX1R antagonist | CHT allo act
CCOc1ccc(Nc2cc(=O)oc3ccccc23)cc1 | -10 | i
COc1ccc(OC)c(NS(=O)(=O)c2cc(OC)ccc2OC)c1 | -14 | i
Cc1cc(C)cc(OCC(=O)NC2=NCCS2)c1 | -13 | i
Cc1nc2c(-c3ccc(Cl)cc3)c(C)[nH]n2c(=O)c1Cc1ccccc1 | -15 | i
COc1ccccc1-n1c(-c2cc(-c3ccco3)[nH]n2)n[nH]c1=S | -18 | i
CCOc1ccc(N2C(=O)CC(N3CCN(c4ccc([N+](=O)[O-])cc4)CC3)C2=O)cc1 (configuration not stated) | -21 | i
O=C1NC(c2cccs2)C(C(=O)c2ccccc2)C(O)(C(F)(F)F)N1 (configuration not stated) | -19 | i
O=c1c2ccccc2c(-c2n[nH]c(=S)o2)nn1Cc1ccccc1 | -31 | i
CN(Cc1ccccc1O)CC1CCCN(CCc2ccc(Cl)cc2)C1 (configuration not stated) | -33 | i
CCC1(C)Cc2ccccc2-c2[nH]c(=S)[nH]c(=O)c21 (configuration not stated) | -3 | i
COc1ccccc1N(CC(=O)NCc1cccnc1)S(C)(=O)=O | -3 | i
O=C(CCc1nnc2n(Cc3ccc(F)cc3)c(=O)c3ccccc3n12)N1CCN(c2ccccn2)CC1 | -22 | i

Entries from the list above containing a thiophene ring, fused or not (7):
SMILES | OX1R antagonist | CHT allo act
CC(=O)N1N=C(c2cccs2)CC1c1cccc([N+](=O)[O-])c1 (configuration not stated) | -8 | i
O=C(NCC(=O)N1CCN(Cc2ccccc2)CC1)c1cccs1 | 21 | .
CS(=O)(=O)NNC(=O)c1csc(Cc2c(Cl)sc3ccc(Cl)cc23)n1 | -20 | i
O=C(O)CCCn1c(=S)[nH]c2c(sc3ccc([N+](=O)[O-])cc32)c1=O | -3 | i
Cc1csc(NC(=O)COCC(=O)O)c1-c1nc2ccccc2s1 | 7 | i
O=S(=O)(NCc1ccccn1)c1ccc(Br)s1 | -3 | i
O=C1NC(c2cccs2)C(C(=O)c2ccccc2)C(O)(C(F)(F)F)N1 (configuration not stated) | -19 | i
